# p97 inhibitor: inhibitors of human p97 ATPase, primary screen, biochemical | Transitional endoplasmic reticulum ATPase (Homo sapiens), P55072 | inhibition, % at 8 µM | 220,000 tested, 0.42% active | recombinant p97 ATPase, Kinase-Glo ATP luminescence, 3 h; in the data active means inhibition above about 15%;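 further: 0% = DMSO vehicle and 100% = wells lacking enzyme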
# Furin inh: human furin inhibitors, primary screen, biochemical, fluorescence intensity | 220,000 tested, 0.061% active | purified furin, fluorogenic substrate cleavage | inhibition, % at 30 µM | AID 463115, 2010 | P09958; in the data active means inhibition above about 25%; further: inactives centre near -15
# NCF1 inh: p47phox/p22phox peptide binding inhibitors, primary screen, biochemical, uHTS, NADPH oxidase regulatory subunit; Neutrophil cytosol factor 1 (Homo sapiens), P14598; fluorescence polarization, 2 h; inhibition, % at 24.7 µM; 220,000 tested, 0.53% active;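 active means inhibition above about 30%, limit read from the data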;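 further: 0% = p47phox with labelled peptide and 100% = labelled peptide alone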
# EBV gp42 inh: Epstein-Barr virus gp42 inhibitors, primary screen, biochemical, uHTS, fluorescence polarization. Fluorescence polarization binding assay, mP read-out. inhibition, % (tested at 21.74 µM). 220,000 tested, 0.42% active. AID 1085, 2008; in the data active means inhibition above about 50%
# Target sequence (Q1HVG2 whole entry, looked up): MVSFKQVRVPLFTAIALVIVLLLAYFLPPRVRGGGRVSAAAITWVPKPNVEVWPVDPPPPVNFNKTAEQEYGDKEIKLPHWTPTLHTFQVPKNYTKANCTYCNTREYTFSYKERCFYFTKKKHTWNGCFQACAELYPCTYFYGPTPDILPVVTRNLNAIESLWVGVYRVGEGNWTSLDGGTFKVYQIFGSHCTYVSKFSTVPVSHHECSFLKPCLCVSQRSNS
# Tb hexokinase: Trypanosoma brucei hexokinase 1 inhibitors, primary screen, biochemical, G6PDH-coupled NADH absorbance, MLSCN library; hexokinase 1 [Trypanosoma brucei]; recombinant TbHK1, G6PDH-coupled NADH A340; AID 1430, 2008; 220,000 tested, 0.11% active; inhibition, % at 10 µM;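 active means inhibition of 50% or more in the single-dose primary screen; inactive means inhibition below 50%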
# Runt-SMMHC FRET: inhibitors of RUNX1 Runt–CBFb-SMMHC binding, primary screen, biochemical, FRET, Cerulean-Runt, Venus-CBFb-SMMHC, uHTS; Cerulean-Runt/Venus-CBFb-SMMHC FRET ratio 530/480, 1 h; Runt-related transcription factor 1 (Homo sapiens) + Core-binding factor subunit beta …; 220,000 tested, 0.74% active; inhibition, % at 20 µM;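 active means mean inhibition across duplicate retests at 20 µM reaching about 50%, limit read from the data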;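 further: 0% = DMSO wells and 100% = wells with excess untagged CBFb-SMMHC; inhibitors lower the FRET ratio by blocking Runt binding to CBFb-SMMHC; some results filed as inactive read as strong as hits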
# Target sequence (Q01196 whole entry, looked up): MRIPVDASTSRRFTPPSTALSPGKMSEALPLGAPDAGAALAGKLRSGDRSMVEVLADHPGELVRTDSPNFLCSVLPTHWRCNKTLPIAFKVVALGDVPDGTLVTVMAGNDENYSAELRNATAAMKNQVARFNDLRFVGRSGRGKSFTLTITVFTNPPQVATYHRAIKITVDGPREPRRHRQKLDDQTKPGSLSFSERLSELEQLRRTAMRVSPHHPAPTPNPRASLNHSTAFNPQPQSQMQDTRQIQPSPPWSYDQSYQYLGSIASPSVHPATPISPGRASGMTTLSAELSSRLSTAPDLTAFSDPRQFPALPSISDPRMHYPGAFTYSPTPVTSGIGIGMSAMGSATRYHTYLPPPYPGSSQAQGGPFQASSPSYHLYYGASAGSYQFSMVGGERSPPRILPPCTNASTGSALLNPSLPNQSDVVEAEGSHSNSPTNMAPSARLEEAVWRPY
# Target sequence (Q13951 whole entry, looked up): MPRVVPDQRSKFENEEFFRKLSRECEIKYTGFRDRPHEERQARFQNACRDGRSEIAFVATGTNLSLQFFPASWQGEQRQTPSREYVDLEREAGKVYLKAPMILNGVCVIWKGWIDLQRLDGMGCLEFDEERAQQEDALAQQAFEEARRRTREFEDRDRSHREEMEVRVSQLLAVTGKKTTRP
# m-calpain inh: inhibitors of pig calpain II, primary screen, biochemical, fluorogenic peptide substrate, 1536-well | 220,000 tested, 0.37% active | inhibition, % at 16 µM | purified calpain II, 30 min;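 active means inhibition above about 50%, limit read from the data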
# Runt-CBFb FRET: inhibitors of RUNX1 Runt–CBFb binding, primary screen, biochemical, FRET, Cerulean-Runt, Venus-CBFb, uHTS. inhibition, % at 20 µM. Cerulean-Runt/Venus-CBFb FRET ratio 530/480, 1 h. Runt-related transcription factor 1 (Homo sapiens) + Core-binding factor subunit beta …. 220,000 tested, 0.46% active;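 active means inhibition over about 50% at 20 µM in the single-dose screen, limit read from the data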;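 further: 0% = DMSO wells and 100% = excess unlabeled CBFb competitor control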
#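 Doses: 20 µM compound in 1% DMSO | Material: Cerulean-labeled Runt domain protein | Amount: Each fluorescent fusion protein 100 nM | Schedule: Two 1 h room-temperature incubations shielded from light | Measured by: FRET fluorescence | Evaluation: Loss of energy transfer signal | Controls: Unlabeled CBFb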
# RBBP9 inhibitor: human RBBP9 inhibitors, primary screen, biochemical, fluorescence polarization, FP-Rh probe, HTS; inhibition, % at 7.94 µM; recombinant RBBP9; 220,000 tested, 0.2% active;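 active means inhibition above the campaign mean of all tested compounds plus 3 SD, cut at about 14% in these data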;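 further: plate controls were DMSO wells with RBBP9 for no effect and wells lacking RBBP9 protein for full effect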
# Target sequence (O75884 whole entry, looked up): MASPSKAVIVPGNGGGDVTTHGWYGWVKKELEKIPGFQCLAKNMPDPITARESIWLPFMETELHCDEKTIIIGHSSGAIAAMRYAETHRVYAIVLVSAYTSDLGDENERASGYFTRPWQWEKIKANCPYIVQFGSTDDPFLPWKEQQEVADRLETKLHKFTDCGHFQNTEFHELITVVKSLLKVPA
#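 System: RBBP9 protein | Quantity: 2.5 µM RBBP9 dispensing solution, before mixing | Reagent: FP-Rh probe, 375 nM dispensing solution | Timing: Enzyme-compound preincubation 30 min, then probe labeling 45 min, 25 °C | Measured by: Fluorescence polarization | Read-out: % inhibition | Replication: One well per compound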
# The depositor's hits bear a star; x = no result given; [ ] = remark or other dose.
# The opening 9 compounds as a preview:
nr	Compound	p97 inhibitor	Furin inh	NCF1 inh	EBV gp42 inh	Tb hexokinase
1	Cc1cc(Nc2ccc(Cl)cc2)nc(NCc2ccccc2)n1	3	-4	-44	33	8
2	C[N+](C)(C)C/C=C1/COCO1	-2	-2	-5	-89	5
3	COCCSc1ccccc1C(=O)Nc1nnc(C)s1	-3	-17[20 µM]	-3	-14	1
4	O=C(N/N=C/c1ccc[nH]1)c1cccc([N+](=O)[O-])c1	-1	-23	-13	-13	-23
5	CCOC(=O)C(NC(=O)Nc1ccc(O)cc1)(c1ccccc1)C(F)(F)F (centres undefined)	6	-20	3	-4	-4
6	Cn1cccc1C(=O)N1CCN(c2cccc(C(F)(F)F)c2)CC1	1	-20	-1	-10	4
7	CC1(C)CC2CC(C)(CN2C(=O)COC(=O)Cn2[nH]c(=O)c3ccccc3c2=O)C1 (centres undefined)	-5	-13	-7	-32	2
8	Cc1cccc2nc(CSc3nc4ccccc4o3)cn12	3	-2	-6	-9	24
9	COc1cccc(/C=N/NC(=O)c2c(-c3ccccc3)noc2C)c1O	1	-2[20 µM]	-8	-2	5

nr	Runt-SMMHC FRET	m-calpain inh	Runt-CBFb FRET	RBBP9 inhibitor
1	5	34	0	-7
2	-4	-2	0	9
3	0	-4	0	3
4	2	-3	-1	-5
5	0	-6	-6	4
6	-56	7	0	-6
7	-1	1	-2	3
8	1	-3	0	5
9	21	-5	7	-6

# Results, previewed entries included:
nr	Compound	p97 inhibitor	Furin inh	NCF1 inh	EBV gp42 inh	Tb hexokinase
1	Cc1cc(Nc2ccc(Cl)cc2)nc(NCc2ccccc2)n1	3	-4	-44	33	8
2	C[N+](C)(C)C/C=C1/COCO1	-2	-2	-5	-89	5
3	COCCSc1ccccc1C(=O)Nc1nnc(C)s1	-3	-17[20 µM]	-3	-14	1
4	O=C(N/N=C/c1ccc[nH]1)c1cccc([N+](=O)[O-])c1	-1	-23	-13	-13	-23
5	CCOC(=O)C(NC(=O)Nc1ccc(O)cc1)(c1ccccc1)C(F)(F)F (centres undefined)	6	-20	3	-4	-4
6	Cn1cccc1C(=O)N1CCN(c2cccc(C(F)(F)F)c2)CC1	1	-20	-1	-10	4
7	CC1(C)CC2CC(C)(CN2C(=O)COC(=O)Cn2[nH]c(=O)c3ccccc3c2=O)C1 (centres undefined)	-5	-13	-7	-32	2
8	Cc1cccc2nc(CSc3nc4ccccc4o3)cn12	3	-2	-6	-9	24

nr	Runt-SMMHC FRET	m-calpain inh	Runt-CBFb FRET	RBBP9 inhibitor
1	5	34	0	-7
2	-4	-2	0	9
3	0	-4	0	3
4	2	-3	-1	-5
5	0	-6	-6	4
6	-56	7	0	-6
7	-1	1	-2	3
8	1	-3	0	5

# The list goes on:
nr	Compound	p97 inhibitor	Furin inh	NCF1 inh	EBV gp42 inh	Tb hexokinase
9	COc1cccc(/C=N/NC(=O)c2c(-c3ccccc3)noc2C)c1O	1	-2[20 µM]	-8	-2	5
10	Cn1c(CS(=O)Cc2c(Cl)cccc2Cl)nnc1SCc1ccc(Cl)cc1 (centres undefined)	-2	-2[20 µM]	-6	-11	1
11	COc1ccc(/C=C2/SC(=O)NC2=O)cc1	-5	-2	-3	4	-42
12	N#Cc1ccc(CSc2nnc(-c3cccc(S(=O)(=O)N4CCCCC4)c3)o2)cc1	5	-20	-12	-9	-5
13	CCOC(=O)C1=C(c2ccccc2)Nc2nc(C)nn2C1c1cccc(OC)c1OC (centres undefined)	1	-21[20 µM]	21	-12	-11
14	CCc1nc2cc(Cl)c(Cl)cc2nc1CC	5	-12	-2	-10	-7
15	CC1=C(C#N)C(=O)NC(=O)/C1=C\c1ccc(-c2ccc(C)cc2[N+](=O)[O-])o1	-1	-6	-6	21	-5
16	COC(=O)c1cccc(C23CC4(C2)[C@H](CN(Cc2ccc(-c5ccccc5)cc2)[C@@H]4c2ccccc2)C3c2ccc(Cl)nc2)c1 (some centres undefined)	x	-16	-23	-32	6

nr	Runt-SMMHC FRET	m-calpain inh	Runt-CBFb FRET	RBBP9 inhibitor
9	21	-5	7	-6
10	4	-23	1	1
11	2	-6	-2	-5
12	6	3	2	-5
13	0	8	-1	-1
14	-5	-18	0	-8
15	12	-18	33	-1
16	-2	-49	-2	x

# Next part.
nr	Compound	p97 inhibitor	Furin inh	NCF1 inh	EBV gp42 inh	Tb hexokinase
17	COc1ccc(CC(=O)NNc2ncnc3c2cnn3-c2ccc(C)cc2)cc1OC	4	-8	-44	-16	-3
18	CC(C)CC(=O)NC(=S)Nc1cccc(NC(=O)c2ccccc2)c1	-6	1	-12	10	2
19	COc1ccccc1C(=O)Nc1nc2cc3c(cc2s1)OCO3	-13	-10	-2	5	-28
20	CCOC(=O)C1C2C=CC3(CN(Cc4cccs4)C(=O)C13)O2 (centres undefined)	-1	-22	5	8	3
21	CC(C)(C)OC(=O)NCC12C=CC(O1)C1C(=O)N(Cc3ccccc3)C(=O)C12 (centres undefined)	-4	-25[20 µM]	0	-5	5
22	COc1ccc(C2=Nc3ccccc3OC2)cc1	3	-25[20 µM]	-6	10	-16
23	Cc1ccc(-c2nn(-c3ccccc3)cc2C(=O)OCC(=O)Nc2ncc(Cl)cc2Cl)cc1	3	-11	-33	-6	4
24	c1ccc(Oc2cccc(CN3CCCCC3)c2)cc1	-2	-8[20 µM]	0	-21	6

nr	Runt-SMMHC FRET	m-calpain inh	Runt-CBFb FRET	RBBP9 inhibitor
17	-3	-13	-2	-4
18	11	33	2	-10
19	0	-205	-1	3
20	-1	-11	1	-7
21	8	21	13	-2
22	-3	-31	12	-3
23	0	-54	-6	-2
24	-1	-2	-2	1

# Next results follow:
nr	Compound	p97 inhibitor	Furin inh	NCF1 inh	EBV gp42 inh	Tb hexokinase
25	COc1ccc(C(=O)Nc2cccc(C(=O)N3CCCC3)c2)cc1	0	-23[20 µM]	5	-5	-1
26	CC(C)(C)c1ccc(-c2nc(-c3ccncc3)no2)cc1	-4	-25[20 µM]	-12	-10	-1
27	COc1ccc(OC)c(NC2=NC3(CCCC3)N=C(N)N2)c1	5	-3[20 µM]	-13	-24	6
28	CCCNC(=O)N[C@@H](Cc1ccccc1)C(=O)OC	-6	-9[20 µM]	-6	12	1
29	CCC(=O)Nc1ccc(NC(=O)Cc2ccccc2)cn1	0	-16[20 µM]	0	-6	-2
30	CN1CCN(c2nc(-c3ccccc3)cc(C(F)(F)F)n2)CC1	-1	-24[20 µM]	-18	-10	-8
31	CN(Cc1ccccc1)S(=O)(=O)c1ccccc1[N+](=O)[O-]	-2	-12	-5	5	2
32	C#CCCCc1nc2ccccc2c(=O)n1N	4	-33	-1	-5	-4

nr	Runt-SMMHC FRET	m-calpain inh	Runt-CBFb FRET	RBBP9 inhibitor
25	2	25	0	-5
26	-12	13	-6	-7
27	-8	-11	3	-2
28	2	9	-1	-12
29	0	7	-1	-4
30	3	-44	-5	1
31	0	7	2	-2
32	-4	1	0	-4

# New compounds follow:
nr	Compound	p97 inhibitor	Furin inh	NCF1 inh	EBV gp42 inh	Tb hexokinase
33	CC(=O)c1c(C)oc(C)c1CSCc1ccc(C(=O)O)o1	5	-28	-3	-21	8
34	OC1CCCN(Cc2ccc3ccc4cccc5ccc2c3c45)C1 (centres undefined)	-2	-34[20 µM]	-5	-16	-39
35	CCOC(=O)Nc1ccc(S(=O)(=O)Nc2nccc(C)n2)cc1	5	5[20 µM]	-12	-15	-2
36	COc1cc(C)c(NC(=S)Nc2ccc(Cl)c(Cl)c2)cc1OC	0	-14	-14	-1	4
37	O=C1CCC(C(=O)O)(c2ccccc2)C1 (centres undefined)	2	-26	3	2	-2
38	O=C(O)Cn1c(=S)sc2ccccc21	6	-20	11	2	-1
39	CCn1c(SCc2ccccc2Cl)nc2nc3c(cc2c1=O)CCCC3	4	8	-12	5	-6
40	CCCCn1c(SCC(=O)N(C)C2CCS(=O)(=O)C2)nc2cc(S(N)(=O)=O)ccc21 (centres undefined)	-1	5	-5	-7	-2

nr	Runt-SMMHC FRET	m-calpain inh	Runt-CBFb FRET	RBBP9 inhibitor
33	4	-18	14	1
34	9	-14	x	-7
35	0	-18	0	-9
36	-4	6	7	-6
37	2	6	-1	-2
38	2	-36	0	-5
39	6	8	-1	-6
40	-1	4	1	-3

# (cont.)
nr	Compound	p97 inhibitor	Furin inh	NCF1 inh	EBV gp42 inh	Tb hexokinase
41	COc1ccc(CCNC(=O)CSc2nc3[nH]ncc3c(=O)[nH]2)cc1OC	0	-23	2	9	-8
42	COc1ccc(/C=N/n2cncn2)cc1CSc1ccccn1	-3	-15[20 µM]	-14	-8	-5
43	Cc1ccc(C(C)C)c(OCc2nnc(SCC(=O)Nc3nccs3)n2C)c1	0	-9[20 µM]	-17	-20	1
44	NC(=O)c1c(NC(=O)CN2C(=O)CCC2=O)sc2c1CCCCC2	3	-8	3	5	-3
45	Cc1ccc(S(=O)(=O)N(CCC#N)CCN2CCCC2)cc1	-3	-14	-12	2	-5
46	CCOC(=O)c1c(NC(=S)NC(=O)/C=C/c2cccs2)sc(C)c1C	4	-11	21	-9	-13
47	O=C(CN1CCN(C2CCCCC2)CC1)Nc1ccccc1-c1ccccc1	-3	-26	1	-15	-2
48	CCCc1cc(=O)[nH]c(SCC(=O)N(CC)Cc2ccccc2)n1	-5	-16	-1	-24	0

nr	Runt-SMMHC FRET	m-calpain inh	Runt-CBFb FRET	RBBP9 inhibitor
41	0	-22	0	-5
42	-3	-15	2	-7
43	-2	-2	-1	-8
44	-3	13	4	-7
45	6	-12	-59	-9
46	-7	-28	1	-4
47	7	-9	-1	5
48	0	-1	-2	-2

# (further entries)
nr	Compound	p97 inhibitor	Furin inh	NCF1 inh	EBV gp42 inh	Tb hexokinase
49	CCn1c(SCC(=O)c2ccccc2)nnc1-c1cccs1	-6	-4[20 µM]	-10	3	5
50	O=C(c1ccccc1)N1CCN=C1SCc1ccc([N+](=O)[O-])cc1	0	-17	-6	0	-4
51	CC(C)c1nc2ccc(NC(=O)C34CC5CC(CC(C5)C3)C4)cc2[nH]1	-2	-19[20 µM]	-6	-22	-5
52	CC12CS(=O)(=O)CC1SC(=S)N2Cc1ccccc1 (centres undefined)	2	-19	-6	9	-2
53	O=C(O)C1CCCN1C(=O)OCc1ccccc1 (centres undefined)	4	-17	-6	-5	-3
54	Cc1cccc(N2CCN(C(=O)c3cn4ccccc4n3)CC2C)c1 (centres undefined)	-1	-31	-13	-10	-6
55	CCOc1ncccc1C(=O)OCC(=O)N1CCc2ccccc21	0	-30	-6	-2	0
56	CCn1c(C)cc(=S)c2ccccc21	4	1[20 µM]	-13	-16	2

nr	Runt-SMMHC FRET	m-calpain inh	Runt-CBFb FRET	RBBP9 inhibitor
49	-1	-20	-2	-11
50	0	2	0	-5
51	0	-21	-1	6
52	-2	-18	0	-2
53	0	-2	-1	-4
54	1	-11	0	1
55	1	-24	0	-5
56	0	-33	2	-2
